PV pol inh: poliovirus RNA polymerase inhibition; P03300; poliovirus polymerase elongation, fluorescence polarization; active compounds read low; % elongation, % (compound at 16.7 µg/mL); actives 0.66% (n = 150,000); AID 588519; in the data active means % elongation below about 90%; further: some results filed as inactive read as strong as hits
Target sequence (P03300 1749-2209 limits assumed): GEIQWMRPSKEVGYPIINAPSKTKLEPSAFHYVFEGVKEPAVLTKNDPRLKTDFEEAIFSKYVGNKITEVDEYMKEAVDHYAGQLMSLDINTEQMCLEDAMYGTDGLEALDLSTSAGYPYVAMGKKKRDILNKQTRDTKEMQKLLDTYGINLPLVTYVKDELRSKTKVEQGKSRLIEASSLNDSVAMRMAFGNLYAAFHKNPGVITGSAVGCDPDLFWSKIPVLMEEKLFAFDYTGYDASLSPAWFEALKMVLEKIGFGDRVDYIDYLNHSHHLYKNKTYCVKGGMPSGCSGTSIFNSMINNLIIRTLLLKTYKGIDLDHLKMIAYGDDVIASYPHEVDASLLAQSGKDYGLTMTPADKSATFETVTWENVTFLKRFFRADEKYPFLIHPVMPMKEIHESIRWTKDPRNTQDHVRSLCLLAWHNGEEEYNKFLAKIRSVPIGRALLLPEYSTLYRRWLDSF
PV pol inh FP z-score: also measured in PV pol inh; calls as there; z-score; measured here: FP z-score; hits read low
The depositor's hits bear a star; & = joins results of further samples. The list is partial; the hit share may differ from the screen's.

Below each SMILES: PV pol inh, PV pol inh FP z-score
O=C(c1ccccc1)c1ccc(-c2ccccc2)cc1
 : 99, -0.7
COc1cc(OC)c(NC(=O)CCc2nc(C3=CCN(Cc4cccc(Cl)c4)CC3)no2)cc1Cl
 : 107, -0.2
CCOC(=O)C1CCCN(Cn2nnn(-c3ccc(OC)cc3)c2=S)C1 (stereo not drawn)
 : 79*, -1.4*
Cc1cccc(NC(=O)N2CCC3(CC2)Oc2ccccc2C(=O)N3Cc2ccccc2F)c1C
 : 111, 0.1
O=C(NCc1ccc2c(c1)CCN2C(=O)c1ccncc1)c1ccccc1F
 : 102, -1.2
CC(C)n1cnc2c(NCc3ccccc3)nc(NCCO)nc21
 : 101&99, 0.1&0.1
CCOC(=O)N1CCN(S(=O)(=O)c2ccc(Br)s2)CC1
 : 100, -0.1
CC(=O)N(C)c1c(C)n(C)n(-c2ccccc2)c1=O
 : 105, 0.1
Brc1ccc2ncnc(NCCCN3CCOCC3)c2c1
 : 103, 0.8
CC(=O)N1c2ccc(S(=O)(=O)N3CCCCCC3)cc2CC1C(=O)NCc1ccccc1 (stereo not drawn)
 : 100, -1.5
CCOc1ccccc1N1CCN(Cc2ccsc2)CC1
 : 102, 0.4
C=C(C)CN(CC)C(=O)CSc1nc2ncc(Cl)cc2[nH]1
 : 88*, -1.9*
CSc1cccc(NC(=O)c2cc3c(ccc4ccccc43)o2)c1
 : 103, 0.4
Cc1ccc(S(=O)(=O)N2N=C(c3ccccc3)CC2c2ccc(Cl)cc2)cc1 (stereo not drawn)
 : 80, -4.1
Oc1c(Cl)cc(Cl)cc1CNn1cnnc1
 : 95, -3.9
CCOCCCn1c(C)c(C)c(C#N)c1N
 : 93, -0.6
COc1ccc(C(=O)Nc2ccccc2C(=O)NC(C(=O)O)C(C)C)cc1 (stereo not drawn)
 : 100, -0.4
O=S(=O)(/N=C(\N/N=C/c1ccccc1O)N1CCCC1)c1ccccc1
 : 99, -0.6
CC(N=C1NS(=O)(=O)c2ccccc21)C(=O)N1CCc2ccccc2C1 (stereo not drawn)
 : 101, -0.3
CCCOc1ccc(C(=O)N(Cc2cccs2)c2ccc(C)cc2)cc1
 : 111, 0.4
COc1ccc(-n2c(SCC(=O)NC(C)(C#N)C(C)C)nc3ccccc32)cc1 (stereo not drawn)
 : 99, -0.6
O=C1c2ccccc2-c2onc3c(Oc4ccccc4)cc(O)c1c23
 : 98, -0.9
O=C(CN1C(=O)/C(=C\c2cccc(F)c2)Oc2ccccc21)N1CCN(c2ncccn2)CC1
 : 103, 0.6
C=CCN(CC=C)C(=O)Cc1ccc(F)cc1
 : 102, 0.5
O=S(=O)(c1ccc(S(=O)(=O)N(Cc2ccccc2)Cc2ccco2)cc1)N1CCCCCC1
 : 101, -0.3
Cc1ccc(C(=O)NC(=O)CSc2n[nH]c(N)n2)cc1
 : 100, -0.1
O=C(N/N=C/c1ccc(OC(F)F)cc1)C1=COCCO1
 : 105, 0.2
O=C(CC1(O)C(=O)N(CCc2ccccc2)c2ccc(Br)cc21)c1ccc(F)cc1 (stereo not drawn)
 : 108, -0.4
CCCN(CCC)CCNC(=O)C1CCCN(S(=O)(=O)c2cccc3nsnc23)C1 (stereo not drawn)
 : 108, 0.3
O=C(CSC1=NC2CCCCC2N1)N1CCOCC1 (stereo not drawn)
 : 100, -0.1
N#CC(=C=[N-])c1nc2ccccc2nc1-[n+]1cccc(NC(=O)c2ccc(Br)o2)c1
 : 102, 0.2
COc1cc(N)c(-c2nc3ccccc3[nH]2)cc1OC
 : 98, -1.4
C=CCn1cnc2c(nnn2-c2ccc(C)c(C)c2)c1=O
 : 102, 0.2
O=S(NC1CCCCC1)C12CC3CC(CC(C3)C1)C2 (stereo not drawn)
 : 101, 0.4
COc1c(C)cc(S(=O)(=O)Nc2ccc(Cl)cn2)c(C)c1C
 : 102, 0.1
Cc1ccc(C)c(CN2C(=O)c3ccccc3S(=O)(=O)c3ccc(C(=O)OCC4CCCO4)cc32)c1 (stereo not drawn)
 : 113, 1.1
Cc1ccc2c(=O)cc(C(=O)Nc3nnc(C)s3)oc2c1
 : 101, -1.3
CCOc1ccccc1OCc1n[nH]c(=S)n1N
 : 101, -0.3
O=C(COC(=O)c1cc(=O)[nH]c(=O)[nH]1)NCc1ccccc1
 : 102, -0.3
CC(=O)c1cccc(NC(=O)c2cc3sc(Cl)cc3n2C)c1
 : 106, 0.5

Molecules above that have a thiophene ring, fused or not, in the order listed:
Below each SMILES: PV pol inh, PV pol inh FP z-score
CCOC(=O)N1CCN(S(=O)(=O)c2ccc(Br)s2)CC1
 : 100, -0.1
CCOc1ccccc1N1CCN(Cc2ccsc2)CC1
 : 102, 0.4
CCCOc1ccc(C(=O)N(Cc2cccs2)c2ccc(C)cc2)cc1
 : 111, 0.4
CC(=O)c1cccc(NC(=O)c2cc3sc(Cl)cc3n2C)c1
 : 106, 0.5

Further entries:
Below each SMILES: PV pol inh, PV pol inh FP z-score
Cn1cnnc1SCc1ccc(Cl)cc1
 : 100, -0.3
Cc1ccc(NC(=O)c2ccco2)cc1NC(=O)C(C)(C)Oc1ccc(Cl)cc1
 : 103, 0.4
NC(=O)NC(=O)CSc1nnc(C2CC2)n1N
 : 100, -0.2
Cc1ccc(Nc2nnc(-c3ccc(C)c(S(=O)(=O)N4CCN(C)CC4)c3)c3ccccc23)cc1
 : 106, 0.4
CC1CS(=O)(=O)CCN1N=Cc1ccc([N+](=O)[O-])o1 (stereo not drawn)
 : 99, -0.2
CCN(C(=O)CSc1nc2ccccc2s1)C1CCCCC1
 : 102, 0.1
O=C(Cc1cccc2ccccc12)N1CCN(c2cccc(C(F)(F)F)c2)CC1
 : 105, 1.7
Cc1noc(C)c1CSc1nnc(-c2ccccc2Br)n1Cc1ccccc1
 : 96, -0.6
Cc1ccc(OCc2nn3c(C(C)(C)C)nnc3s2)cc1
 : 100, -1.1
CCOC(=O)c1ccc(NC(=O)c2oc(=O)c3ccccc3c2-c2ccccc2)cc1
 : 106, 0.6
CC(=O)Nc1nc(CC(C)C)cc2c1c(=O)oc1ccccc12
 : 101, -0.2
Cc1ccc(CNC(=O)Cn2c(=O)cc(C(F)(F)F)c3c(C)nn(C)c32)cc1
 : 109, 0.8
CCCn1c(=O)sc2cc(NC(=O)COc3ccc(Cl)cc3)ccc21
 : 112, 0
Cc1ccccc1C(=O)Nc1cc(-c2ccc(Cl)cc2)nn1-c1ccccc1
 : 111, 0.8
O=C(C1CCCN1S(=O)(=O)c1ccc(-c2ccc(=O)[nH]n2)s1)N1CCc2ccccc21 (stereo not drawn)
 : 102, 0.4
CCOC(=O)N1CCc2c(sc(NC(=O)c3ccc(S(=O)(=O)N(C)C)cc3)c2C#N)C1
 : 101, 0.2
O=C(Nc1ccccc1C(=O)Nc1ccccc1)c1ccc(Cl)cc1
 : 102, -0.1
O=C(c1cnc2c(c1)COc1ccccc1-2)c1ccccc1O
 : 106, 0.3
CCc1ccccc1N(C)C(=O)Nc1cn(CC(C)C)c(=O)c2ccccc12
 : 99, -0.4
Cc1cc(C)cc(NC(=O)NC2CCN(c3nc(C)cc(C)n3)CC2)c1
 : 100, -1.1
Cn1c(=O)c(C2(O)C(=O)NC(=O)NC2=O)c(O)c2ccccc21
 : 101, -0.2
O=C(c1cn(-c2ccccc2)nc1-c1cccs1)N1CCN(C2CCS(=O)(=O)C2)CC1 (stereo not drawn)
 : 107, 0.6
c1ccc(-c2nc(N3CCCCCC3)c3ccccc3n2)cc1
 : 104, 0.5
Cc1cccc(NCc2cn3ccccc3n2)c1
 : 103, 0.2
Cc1ccc(C(c2c(O)[nH]c(=S)[nH]c2=O)N2CCC(C)CC2)cc1 (stereo not drawn)
 : 98, -0.3
CSc1nc2ccccc2n1-c1ccccc1
 : 99, -0.3
O=C(Cn1c(=O)c(C(F)(F)F)nc2ccccc21)N1CCc2ccccc21
 : 100, -1.1
COc1ccc(-c2nc3c([nH]2)CCc2nonc2-3)cc1
 : 103, 0.4
COC(=O)c1ccc(CSc2nnc3n(Cc4ccc(C)cc4)c(=O)c4ccccc4n23)o1
 : 101, -0.2
CC(C)(C)S(=O)(=O)/C(C#N)=C/c1cc(C(F)(F)F)cc(C(F)(F)F)c1
 : 98, -0.7
CCN1C(=O)c2ccccc2Sc2ccc(NC(=O)N3CCc4ccccc43)cc21
 : 103, 0
COC(=O)c1ccc2c(c1)NC(=O)CO2
 : 101, -0.2
COc1ccc2c(c1)c(C(=O)N1CCN(C)CC1)c(C)n2-c1ccccc1
 : 97, -0.5
N#Cc1cnn(-c2ncnc3sc(-c4ccccc4)cc23)c1N
 : 105, 0.3
O=C(Nc1ccc2oc(-c3cccc4c(Br)cccc34)nc2c1)c1ccc(F)cc1
 : 104, 0.2
Cc1ccc(CNC(=O)C(NS(=O)(=O)c2cccs2)C(C)C)cc1 (stereo not drawn)
 : 105, 0.3
CC(C)CC(Nc1ncnc2sc3c(c12)CCC3)C(=O)O (stereo not drawn)
 : 102, 0.2
CCOC(=O)c1cnc2ccccc2c1NCCCN(C)C
 : 100, -0.5
CS(=O)(=O)c1ccc2nc(NC(=O)Nc3ccccc3F)sc2c1
 : 101, -0.1
Cc1ccc2nc(-c3cccc(NC(=O)C4CCCCC4)c3)oc2c1
 : 104, 0.8
CCn1cc(C(=O)N2CCN(c3cccc(C)c3)C(C)C2)c(=O)c2cc(S(=O)(=O)N3CCOCC3)ccc21 (stereo not drawn)
 : 98, -1.2
CCC(CC)c1nn2c(=O)cc(COc3ccc(NC(=O)c4ccccc4Cl)cc3)nc2s1
 : 113, 1.3
CCOC(=O)c1cc(C)n(CC2CCC(C(=O)NCc3ccccc3)CC2)c1C (stereo not drawn)
 : 103, 0.4
CCOC(=O)c1c(C)[nH]c(C)c1S(=O)(=O)NCC(=O)Nc1nccs1
 : 98, -2
c1ccc2c(c1)OCC(C1=NCCN1)O2 (stereo not drawn)
 : 100, 0
CN1CCN(c2nc(NCC3CCCO3)c3ccccc3n2)CC1 (stereo not drawn)
 : 101, -0.4
CCOC(=O)Cn1ccc2cc(S(=O)(=O)N3CCCC3)ccc21
 : 103, 0.3
CC(C)C(c1nnnn1C1CCCC1)N1CCN(C(=O)c2ccco2)CC1 (stereo not drawn)
 : 104, 0.5
N#CCON1C(=O)c2ccccc2C1=O
 : 101, -0.1
O=C(CCCn1c(=O)c2ccccc2n(Cc2cccc(Cl)c2)c1=O)NCCc1ccc(Cl)cc1
 : 105, -0.3
CCOC(=O)c1ccc2nc(/N=C/NOC(=O)c3cccs3)sc2c1
 : 101, 0.1
Cc1ccc(S(=O)(=O)N(C)c2ccc(OCC(=O)OCC(N)=O)cc2)cc1
 : 105, 0.5
CCN(CC)Cc1cc(C(=O)O)oc1C(C)(C)C
 : 105, 1.1
CN(C)CCNC(=O)CCCn1c(=O)c2cccn2c2ccccc21
 : 113, 1.2
COC1=C(OC)C2(C=CC1=O)CC(C)(C)N=C2SC (stereo not drawn)
 : 101, 0.4
CCOc1ccccc1N(C)C(=O)Cn1cnc2sc(C)c(S(=O)(=O)N3CCC(C)CC3)c2c1=O
 : 105, 0.2
CC1(c2ccc(Cl)cc2)CC(C)(C)N(C(=O)c2cccc(F)c2)c2ccccc21 (stereo not drawn)
 : 103, 0.1
Cn1c(=O)c(C(=O)N2CCN(Cc3ccccc3)CC2)cc2cccnc21
 : 106, 0.3
CCC(C)(C)C(=O)Nc1cc(C)cc(C)c1
 : 103, -0.3
CCN(C(=O)CSc1nc2ccccc2nc1Cc1ccccc1OC)c1ccccc1
 : 108, 0.4

Other results follow.
Below each SMILES: PV pol inh, PV pol inh FP z-score
Cc1cc(C(F)(F)F)nc(/N=C(\N)Nc2ccc(Cl)cc2)n1
 : 102, 0.5
CCN(CC)C(=O)C1CCN(Cc2ccc(Br)cc2)CC1
 : 99, -0.5
COc1cc(OC)c(C2C(C(=O)Nc3ccccc3)=C(C)Nc3ncnn32)cc1OC (stereo not drawn)
 : 109, -0.2
CC1CCc2c(sc3nnn(CC(=O)Nc4ccccc4Cl)c(=O)c23)C1 (stereo not drawn)
 : 110, 1.4
CCCCc1nn2c(=O)cc(CSc3nnc(NC(=O)c4ccco4)s3)nc2s1
 : 101, 0.2
O=C(CSc1nnc(-c2ccc3c(=O)n4c(nc3c2)CCCCC4)o1)C12CC3CC(CC(C3)C1)C2
 : 100, -0.3
C=CCNC(=O)c1ccc(Cl)c(S(C)(=O)=O)c1
 : 98, -0.6
Cc1ccc2oc(C(=O)Nc3ccc(S(=O)(=O)N(C)Cc4ccccc4)cc3)cc(=O)c2c1
 : 112, 0.8
Cc1ccc2[nH]c(=O)c3cc(C(=O)N(CCCOC(C)C)Cc4ccco4)sc3c2c1
 : 105, 0.4
CCCN1CCCc2cc(CN(CCCN3CCOCC3)C(=O)Nc3ccccc3)ccc21
 : 100, -0.3
O=C(COc1ccc2ccc(=O)oc2c1)Nc1ccc2c(c1)OCCCO2
 : 102, -0.2
CCOc1cc(CNS(=O)(=O)c2ccc3c(c2)CC(=O)N3C)cc(OCC)c1OCC
 : 103, -0.6
NCCc1ccc(O)cc1
 : 101, 0.5
Cc1cccc(-c2nc3scc(CCNC(=O)c4ccccc4Cl)n3n2)c1
 : 110, 0.7
Cc1cc2n(n1)C(c1cc(C(C)(C)C)c(O)cc1O)Nc1c(C)cccc1-2 (stereo not drawn)
 : 101, 0.3
O=C(O)c1cc(/C=N/n2cnnc2)c2c(c1)COCO2
 : 50, -4.9
CCOC(=O)NC(=S)c1ccc[nH]1
 : 106, 0.4
CCC(C)NS(=O)(=O)c1cccs1 (stereo not drawn)
 : 102, 0.6
CCNc1nc(SCC(=O)OC)nc(N(C)C)n1
 : 100, 0
COc1ccc(-c2nc3cc(C(C)C)ccc3o2)cc1NC(=O)c1ccc(C)c(Cl)c1
 : 108, 0.5
CCOC(=O)C1CN(C)CCC1=O (stereo not drawn)
 : 102, 0.1

Shown in markdown: part of the list above.
| Compound | PV pol inh | PV pol inh FP z-score |
| --- | --- | --- |
| Cc1ccc(Nc2nnc(-c3ccc(C)c(S(=O)(=O)N4CCN(C)CC4)c3)c3ccccc23)cc1 | 106 | 0.4 |
| CC1CS(=O)(=O)CCN1N=Cc1ccc([N+](=O)[O-])o1 (stereo not drawn) | 99 | -0.2 |
| CCN(C(=O)CSc1nc2ccccc2s1)C1CCCCC1 | 102 | 0.1 |
| O=C(Cc1cccc2ccccc12)N1CCN(c2cccc(C(F)(F)F)c2)CC1 | 105 | 1.7 |
| Cc1noc(C)c1CSc1nnc(-c2ccccc2Br)n1Cc1ccccc1 | 96 | -0.6 |

High-throughput results (PubChem)
